USP7 block: inhibitors of human USP7 deubiquitinase; purified USP7, Ub-rhodamine cleavage fluorescence; Ubiquitin carboxyl-terminal hydrolase 7 (Homo sapiens), Q93009; 47,000 tested, 0.3% active; inhibition, % at 20 µM; AID 1645854, 2021
OTUD3 block: inhibitors of human OTUD3 deubiquitinase. OTU domain-containing protein 3 (Homo sapiens), Q5T2D3. purified OTUD3, Ub-rhodamine fluorescence, 2 h. inhibition, % at 25 µM. 47,000 tested, 0.7% active. AID 1645858, 2021
USP17 inh: inhibitors of human USP17 deubiquitinase | 47,000 tested, 6.5% active | inhibition, % at 50 µM | Ubiquitin carboxyl-terminal hydrolase 17-like protein 5 (Homo sapiens), A8MUK1 | purified USP17, Ub-rhodamine cleavage fluorescence, 3 h
USP28 inh: inhibitors of human USP28 deubiquitinase; inhibition, % at 25 µM; Ubiquitin carboxyl-terminal hydrolase 28 (Homo sapiens), Q96RU2; purified USP28, Ub-rhodamine cleavage fluorescence, 30 min; 47,000 tested, 3% active
USP30 inh: inhibitors of human USP30 deubiquitinase; inhibition, % at 25 µM; purified USP30, Ub-rhodamine cleavage fluorescence; 47,000 tested, 5.3% active; Ubiquitin carboxyl-terminal hydrolase 30 (Homo sapiens), Q70CQ3
USP8 inh: inhibitors of human USP8 deubiquitinase; inhibition, % at 20 µM; purified USP8, Ub-rhodamine cleavage fluorescence, 30 min; Ubiquitin carboxyl-terminal hydrolase 8 (Homo sapiens), P40818; 47,000 tested, 4.2% active
UCHL1 inh: inhibitors of human UCHL1 deubiquitinase; purified UCHL1, Ub-rhodamine cleavage fluorescence; inhibition, % at 20 µM; Ubiquitin carboxyl-terminal hydrolase isozyme L1 (Homo sapiens), P09936; 47,000 tested, 0.2% active
Target sequence (P09936 whole entry, looked up): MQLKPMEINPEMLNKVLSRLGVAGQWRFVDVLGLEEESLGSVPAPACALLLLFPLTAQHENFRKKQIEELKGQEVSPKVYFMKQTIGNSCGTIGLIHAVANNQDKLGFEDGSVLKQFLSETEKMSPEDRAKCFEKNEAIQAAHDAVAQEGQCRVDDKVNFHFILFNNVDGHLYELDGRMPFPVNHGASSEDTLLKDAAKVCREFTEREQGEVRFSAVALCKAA
USP10 block: inhibitors of human USP10 deubiquitinase | AID 1645856, 2021 | purified USP10, Ub-rhodamine fluorescence, 60 min | inhibition, % at 20 µM | 47,000 tested, 1.1% active
Target sequence (Q14694 whole entry, looked up): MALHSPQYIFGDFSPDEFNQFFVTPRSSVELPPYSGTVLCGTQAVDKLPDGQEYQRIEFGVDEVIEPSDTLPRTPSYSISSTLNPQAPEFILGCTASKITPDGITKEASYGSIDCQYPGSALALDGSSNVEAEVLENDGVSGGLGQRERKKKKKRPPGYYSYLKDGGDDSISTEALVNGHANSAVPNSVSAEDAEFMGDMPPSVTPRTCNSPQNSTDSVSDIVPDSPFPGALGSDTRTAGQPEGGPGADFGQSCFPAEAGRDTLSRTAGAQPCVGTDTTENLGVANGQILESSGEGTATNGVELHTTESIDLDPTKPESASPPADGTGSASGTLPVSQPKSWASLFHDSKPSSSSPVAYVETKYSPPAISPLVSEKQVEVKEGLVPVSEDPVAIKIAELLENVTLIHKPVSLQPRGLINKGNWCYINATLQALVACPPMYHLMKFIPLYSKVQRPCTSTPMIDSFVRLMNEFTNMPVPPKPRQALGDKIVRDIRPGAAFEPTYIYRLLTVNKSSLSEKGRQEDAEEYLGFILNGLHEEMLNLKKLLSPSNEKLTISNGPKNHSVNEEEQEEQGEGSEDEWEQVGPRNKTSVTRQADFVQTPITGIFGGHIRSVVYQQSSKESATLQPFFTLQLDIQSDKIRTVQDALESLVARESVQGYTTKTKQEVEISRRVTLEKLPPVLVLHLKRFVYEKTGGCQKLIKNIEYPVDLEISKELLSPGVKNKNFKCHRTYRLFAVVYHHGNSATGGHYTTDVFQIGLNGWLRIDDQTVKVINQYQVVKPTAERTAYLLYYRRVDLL
The depositor's hits bear a star; i = inactive; . = not tested or not shown. No stated cut-off is given here; in the data, active means inhibition above about 30%; inactive means the rest.

SMILES	USP7 block	OTUD3 block	USP17 inh	USP28 inh	USP30 inh	USP8 inh	UCHL1 inh	USP10 block
O=C(NCc1ccc(F)cc1F)c1csc(C(=O)NC2CC2)n1	-4	-12	-9	3	-62	-7	-3	-8
COc1ccccc1-c1nn(-c2ccccc2)cc1C(=O)N1CCCc2ccccc21	-53	0	2	3	5	12	1	2
CCC(C)(Nc1ccccc1)c1nnnn1-c1ccccc1 (stereo not drawn)	2	11	10	20	18	3	4	1
Cn1ncc2c(N3CCSCC3)nc(C(=O)NC3CC3)nc21	3	13	4	5	7	1	1	3
O=C(NCCCc1ccco1)C1CCCN1c1nnc(N2CCCC2=O)s1 (stereo not drawn)	-7	1	-3	-1	-21	9	-5	-10
Cc1n[nH]c(C)c1CC(=O)N1CCCCC1c1nnc(-c2nccc3ccccc23)o1 (stereo not drawn)	1	4	0	2	11	3	3	0
O=C(c1ccc(F)cc1)N1C[C@@H]2CCN(c3cccnc3)C[C@@H]2C1	.	-20	-30	-25	-69	-19	-6	-6
CCOC(=O)c1cc2c(ccn2-c2ccc(F)cc2)n1CC(=O)N1CCN(C(=O)c2ccco2)CC1	4	9	36*	18	45*	16	2	4
CCC(=O)Nc1nc2cc(NC(=O)c3cc(OC)c(OC)c(OC)c3)ccc2s1	0	-32	-44	-23	-130	0	-1	0
Cc1cc(C(=O)Nc2cc(S(=O)(=O)N3CCOCC3)ccc2N2CCOCC2)c2ccccc2n1	-3	-46	-3	-7	-27	-4	-2	-4
COCCn1ccc2nc(C)c(C(=O)Nc3ccc(C)c(C)c3)cc2c1=O	-4	-11	-13	-5	-19	-7	-3	-4
CC(=O)c1ccc(N2CCN(CC(=O)Nc3ccc4c(c3)OCCO4)CC2)cc1	2	-4	-5	.	.	0	1	0
CC1CC(=O)Nc2cc(S(=O)(=O)Nc3ccc(F)cc3Cl)ccc2S1 (stereo not drawn)	5	3	10	0	0	10	2	7
COc1cccc(/C=C/C(=O)Nc2ccc(N3CCOCC3)cc2)c1OC	7	6	30*	60*	13	23	4	3
CCCCn1c(=O)c(CCC(=O)OCC(=O)Nc2ccc(F)c(F)c2)nc2ccccc21	0	5	11	-4	-44	13	0	0
Cc1nc(N2CCN(c3ccc(Cl)cc3)CC2)c2oc3ccccc3c2n1	12	21	25	5	23	63*	2	18
CC(C)C(=O)N1CCN(C(=O)Cc2ccccc2)CC2(CNC(=O)C2)C1 (stereo not drawn)	5	13	3	2	8	-21	0	1
COCCn1c(=O)[nH]c2cc(C(=O)N3CCC(C(N)=O)CC3)ccc2c1=O	6	5	10	5	17	-27	5	0
O=c1c2ccc(F)cc2ncn1Cc1csc(-c2ccccc2)n1	-6	-22	30	47*	-118	-13	-5	-4
Cc1cn2c3c(=O)n(CC(=O)c4ccccc4)c(=O)n(C)c3nc2n1C(C)C	-1	5	-3	.	.	0	-1	-1
O[C@H]1[C@H](NCc2cnc3ccccc3c2)[C@@H](c2cncnc2)C[C@H]1O	-18	-8	-39	-1	-59	18	0	-8
Cc1cc(N2CCN(c3ncccn3)CC2)nc2ccc(NC(=O)c3ccco3)cc12	-2	27	67*	68*	58*	29	5	-4
Cc1c(C)n(-c2ccc(Br)cn2)c2ncn(Cc3ccccc3)c(=N)c12	-21	-41	-33	-42	-167	44*	-8	-7
CC(=O)Nc1c(C(=O)O)ccc(C)c1O	0	-4	-5	-9	0	2	-1	4
COc1cccc(Nc2nc(-c3cccc(Cl)c3)c3c(n2)-c2ccccc2OC3)c1	5	-8	-2	-11	-7	4	1	6
CCOC(=O)N1CCN(C(=O)c2cn(-c3ccc(C)c(C)c3)nn2)CC1	-3	-1	-3	0	0	0	-4	1
Cc1ccc(C(C(=O)NCc2ccccc2)N(Cc2ccccc2)C(=O)c2ccc3c(c2)OCCO3)cc1 (stereo not drawn)	3	4	5	5	21	7	4	5
CN1[C@@H](CCC(=O)Nc2ccccc2)CNC(=O)[C@@H]2[C@H]1CCN2Cc1ccc(O)cc1	5	9	1	1	4	2	1	0
CC(=O)N1CCC(NC2(Cc3cc(-c4ccc(F)cc4)on3)COC2)CC1	-2	-5	-16	-4	-37	-73	-1	-1
O=C(Cn1cc(S(=O)(=O)N2CCOCC2)ccc1=O)Nc1ccc(F)cc1	-1	12	10	8	18	12	2	1
Cc1cc(C)n(-c2ccc(C(=O)Nc3ccc(F)c(Cl)c3)nn2)n1	1	0	12	-1	17	-4	-1	4
Fc1ccc(Cl)cc1-c1nnc(-c2ccc(-n3ccnc3)nc2)o1	-3	19	48*	16	46*	23	1	1
O=C(Cn1c(C2CC(=O)N(Cc3ccc(F)cc3)C2)nc2ccccc21)N1CCCCC1 (stereo not drawn)	-6	-14	-20	0	6	0	-1	1
Cc1noc(C2(NC(=O)Nc3ccccc3Cl)CCCCC2)n1	-12	-4	-11	-8	8	-6	0	2
O=C(NCc1ccccc1)c1cc(CN2CCOCC2)on1	0	2	13	0	-1	3	-2	2
C/C=C/C=C/[C@@H]1Cc2cc(O)cc(O)c2O1	-76	87*	97*	91*	82*	74*	61*	33*

3 neighbouring entries already listed, quoted:
SMILES	USP7 block	OTUD3 block	USP17 inh	USP28 inh	USP30 inh	USP8 inh	UCHL1 inh	USP10 block
O=C(c1ccc(F)cc1)N1C[C@@H]2CCN(c3cccnc3)C[C@@H]2C1	.	-20	-30	-25	-69	-19	-6	-6
CCOC(=O)c1cc2c(ccn2-c2ccc(F)cc2)n1CC(=O)N1CCN(C(=O)c2ccco2)CC1	4	9	36*	18	45*	16	2	4
CCC(=O)Nc1nc2cc(NC(=O)c3cc(OC)c(OC)c(OC)c3)ccc2s1	0	-32	-44	-23	-130	0	-1	0

Compound profiles (already shown). Screens in order: USP7 block | OTUD3 block | USP17 inh | USP28 inh | USP30 inh | USP8 inh | UCHL1 inh | USP10 block
Profile of COCCn1ccc2nc(C)c(C(=O)Nc3ccc(C)c(C)c3)cc2c1=O : -4 | -11 | -13 | -5 | -19 | -7 | -3 | -4
Profile of CCCCn1c(=O)c(CCC(=O)OCC(=O)Nc2ccc(F)c(F)c2)nc2ccccc21 : 0 | 5 | 11 | -4 | -44 | 13 | 0 | 0

The list goes on:
SMILES	USP7 block	OTUD3 block	USP17 inh	USP28 inh	USP30 inh	USP8 inh	UCHL1 inh	USP10 block
CC(=O)NC(Cc1ccccc1C)C(=O)NC1CCN(C(=O)c2cccc(C)c2)CC1 (stereo not drawn)	3	-4	-12	-7	-6	-3	0	-1
Cc1ccc(CNc2nc(Nc3cccc(C)c3)c3cnn(C)c3n2)cc1	5	-7	2	-8	-16	0	10	5
CCCCNc1ncnc2c1oc1nc3c(cc12)COC(C)(C)C3	5	4	7	1	1	8	4	2
Cc1ccccc1-c1noc(Cn2ccnc2C)n1	.	-4	-5	-5	-20	-3	0	0
O=C(CCc1nnc2ccc(N3CCCC3)nn12)NCCc1c[nH]c2ccccc12	0	0	0	-10	-10	18	0	-8
Cc1c(C(=O)NCC2CCCCC2)nnn1-c1cccc2c1CCN(C)C2	-2	-7	-15	-14	-23	-6	-1	-1
Cc1ccc(-c2nc(N3CCOCC3)sc2C(=O)NCC2CCCO2)cc1 (stereo not drawn)	8	6	6	5	13	15	3	3
Cc1ccc(S(=O)(=O)N2CCCn3nnc(CN4CCCCC4)c3C2)cc1	-2	-4	-22	-5	0	-213	-4	1
O=C(Nc1ccccc1F)NC1(c2nc(C3CC3)no2)CCCCC1	-10	-5	-10	-3	-15	3	-1	2
Cn1cc(C2CCCN2C(=O)c2cc(C3CC3)n(C(C)(C)C)n2)cn1 (stereo not drawn)	-6	-9	.	-15	-18	-6	-1	1
Cc1nc(C)n(CCC(=O)Nc2ccc(F)cc2)n1	5	10	17	7	11	21	1	1
Cc1nn(C)c(C)c1CNC(=O)C1CCN(c2nnc3ccc(C(F)(F)F)cn23)CC1	2	6	4	38*	12	6	1	-2
C(=C\c1ccccc1)/CSc1nc2nccc(-c3ccccc3)n2n1	5	-6	29	8	4	11	3	9
C[C@H](N=C1NS(=O)(=O)c2ccccc21)C(=O)NCc1ccccc1CN1CCCC1	3	2	-3	2	5	-1	0	-2
Cc1nn(CCCC(=O)Nc2ccccc2F)c(C)c1[N+](=O)[O-]	-65	8	-5	0	6	-77	0	1
Cc1nc(-c2cccnc2)cc(N2CCN(c3ccccn3)CC2)n1	3	12	8	12	19	0	3	1
O=C(NCCN1CCOCC1)C1CCN(c2ccc(N3CCCCC3)nn2)CC1	2	12	3	9	0	28	0	-3
Cc1nc2n(n1)CCN(C(=O)c1cc3nc(C4CC4)cc(C(F)(F)F)n3n1)C2	-1	-2	-3	-8	2	-6	-4	2
CCOc1ncccc1C(=O)Nc1nc2c(s1)CN(CC)CC2	-15	-23	-7	-12	-88	-13	-10	-8
Cc1cccc(C(=O)Nc2ccc(N3CCCCC3)c(NC(=O)Nc3ccccc3Cl)c2)c1	4	-1	-1	-6	-13	-12	2	10
Cc1cc(-c2cnc(NCCCN3CCCC3=O)nc2-c2ccc(C)o2)on1	-3	-23	-40	-27	-125	-102	-6	-6
Cc1cc(F)ccc1NC(=O)C1CCCN(S(=O)(=O)N2CCOCC2)C1 (stereo not drawn)	3	3	-2	2	0	0	2	-6
CCn1c(=O)c2cc(OC)c(OC)cc2n(CC(=O)c2ccc(OC)c(OC)c2)c1=O	4	22	11	5	47*	0	3	-2
COCCN1C(=O)c2ccccc2C(C(=O)Nc2ccccc2O)C12CCCCC2 (stereo not drawn)	-19	-162	-31	-223	i	-44	-17	-4

Entries listed so far containing an NH in an aromatic ring (3):
SMILES	USP7 block	OTUD3 block	USP17 inh	USP28 inh	USP30 inh	USP8 inh	UCHL1 inh	USP10 block
Cc1n[nH]c(C)c1CC(=O)N1CCCCC1c1nnc(-c2nccc3ccccc23)o1 (stereo not drawn)	1	4	0	2	11	3	3	0
COCCn1c(=O)[nH]c2cc(C(=O)N3CCC(C(N)=O)CC3)ccc2c1=O	6	5	10	5	17	-27	5	0
O=C(CCc1nnc2ccc(N3CCCC3)nn12)NCCc1c[nH]c2ccccc12	0	0	0	-10	-10	18	0	-8

(more compounds)
SMILES	USP7 block	OTUD3 block	USP17 inh	USP28 inh	USP30 inh	USP8 inh	UCHL1 inh	USP10 block
Cc1nc2cc(C#N)nn2c2c1CCN2Cc1ccco1	-24	-22	-12	14	-81	-16	-1	-6
O=C(NCCCN1CCOCC1)c1ccccn1	-3	0	1	1	0	3	-2	1
c1cnc(N2CCC3(CCN(Cc4ccc5c(c4)OCO5)C3)CC2)nc1	3	3	-10	4	14	-47	0	0
CCOc1ccc(N(Cc2cc3ccccc3[nH]c2=O)C(C)=O)cc1	0	-5	0	0	4	-15	-1	-4
O=C(NCC1CCCO1)c1nc(-c2ccc(-n3cccc3)cc2)no1 (stereo not drawn)	-17	-20	-29	-25	-22	-9	-1	-2
Cc1cccc(NS(=O)(=O)c2cc(C(=O)N3CCCC3)n(C)c2C)c1C	-1	-2	-3	-11	-17	0	-2	2
CC(C)CC(=O)Nc1ccc(-n2cnc(C(=O)N3CCCCCC3)c2)nc1	3	15	3	8	0	21	0	0
O=C(CSc1ccc(-c2cccnc2)nn1)NCc1ccc2c(c1)OCO2	4	12	12	17	27	5	1	2
COCC(=O)N1CCC2(C/C=C/Cc3ccccc3OCC(=O)NCCNC2=O)CC1	3	8	6	6	14	13	1	-1
CC(=O)N[C@@H]1C[C@H](c2ccc(C)cc2)O[C@@H]2CCCC[C@@H]12	0	8	10	0	17	11	1	1
CC1CCN(c2nc(-c3ccccc3)nc3sc(-c4ccccc4)cc23)CC1	3	7	-2	2	13	7	1	1
CC(CCC(=O)O)C1CCC2C3C(O)CC4CC(O)CCC4(C)C3CC(O)C12C (stereo not drawn)	-1	-6	2	-5	3	0	-3	-1
O=c1[nH]c2c(-c3ccccn3)nsc2c(=O)n1Cc1ccc2c(c1)OCO2	-9	-53	-23	-98	-127	-18	-15	-8
CS(=O)(=O)N1Cc2ccccc2CC2(CCCCN2Cc2cccnc2)C1 (stereo not drawn)	2	1	-10	1	-1	-40	1	0
COc1ccccc1OCCCn1c(CN(C)C(=O)c2ccco2)nc2ccccc21	-5	-9	-10	1	-1	-7	-2	1
O=C(c1ccccc1)N1CCCCCC1C1CCN(Cc2nnnn2C2CC2)CC1 (stereo not drawn)	1	0	0	10	-1	6	2	-4
O=C(c1cc(-c2ccncc2)c(N2CCOCC2)s1)N1CCCC(O)C1 (stereo not drawn)	-1	-2	0	-9	0	11	0	0
O=c1ccnc(Nc2cccc3ccccc23)[nH]1	7	0	16	-6	-14	49*	0	1
CCC(NC(=O)N1CCOCC1)(C(F)(F)F)C(F)(F)F	2	3	-1	2	1	0	-4	0
Cc1cc(C(=O)N2CCN(C3CCN(Cc4ccc(Cl)o4)CC3)C(=O)C2)c(C)o1	-89	-210	-152	-261	i	-127	-81	-9
Cc1noc(C)c1C(=O)N1CCCCC1c1cc(C)n2ccnc2n1 (stereo not drawn)	-6	-27	-41	-32	-90	-31	-10	-11
CC(=O)N1CCc2cc(C(O)CN3CCN(c4ccccc4)CC3)ccc21 (stereo not drawn)	6	13	48*	16	30	6	1	1

Screens as filed in PubChem BioAssay.
